# Wee1 stabilizer: inhibitors of human Wee1 degradation; P30291; HeLa Luc-Wee1K328M stability, luciferase luminescence; 100% = proteasome inhibitor MG132 effect; reporter increase, % at 5 µM; actives 1.2% (n = 220,000); AID 1321;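 active = activation above the mean of all tested compounds plus 3 SD, set per screening run, cut at about 8.8% in these data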;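 also: cells exposed to compound for 20 h before luminescence read; 0% = DMSO alone and 100% = MG132 at 30 µM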
# FXIIa inh: inhibitors of human coagulation factor XIIa | purified FXIIa, Boc-QGR-AMC fluorogenic substrate, 2 h | inhibition, % at 5 µM | actives 0.3% (n = 220,000) | AID 800; in the data active = inhibition above about 40%;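 also: 0% = enzyme with no compound and 100% = blank without enzyme; many of its hits are not listed in these tables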
# Target sequence (P00748 20-372 limits assumed): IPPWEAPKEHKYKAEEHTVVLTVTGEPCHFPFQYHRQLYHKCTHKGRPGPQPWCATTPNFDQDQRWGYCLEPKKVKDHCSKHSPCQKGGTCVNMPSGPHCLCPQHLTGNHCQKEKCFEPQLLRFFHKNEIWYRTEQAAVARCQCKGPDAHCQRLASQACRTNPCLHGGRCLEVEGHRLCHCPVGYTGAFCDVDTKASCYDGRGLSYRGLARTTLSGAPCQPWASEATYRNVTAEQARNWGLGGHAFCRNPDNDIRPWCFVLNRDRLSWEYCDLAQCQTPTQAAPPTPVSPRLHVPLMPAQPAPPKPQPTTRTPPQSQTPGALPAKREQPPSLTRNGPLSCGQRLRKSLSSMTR
# Target sequence (P00748 373-615 limits assumed): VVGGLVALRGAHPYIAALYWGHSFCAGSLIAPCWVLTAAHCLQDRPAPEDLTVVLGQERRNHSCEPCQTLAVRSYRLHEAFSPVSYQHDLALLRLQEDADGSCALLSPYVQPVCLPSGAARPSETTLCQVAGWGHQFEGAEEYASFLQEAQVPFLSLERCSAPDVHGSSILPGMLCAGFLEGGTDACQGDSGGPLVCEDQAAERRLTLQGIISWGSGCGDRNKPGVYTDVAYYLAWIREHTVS
# hK5 inh: blocks human kallikrein 5 protease activity; Q9Y337; recombinant hK5, fluorogenic AMC substrate cleavage; inhibition, % at 5 µM; actives 0.59% (n = 210,000);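 active = inhibition of 40% or more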;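 also: 0% = enzyme controls without compound and 100% = no-enzyme blanks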
# Furin inhibitor: human furin inhibition; P09958; purified furin, fluorogenic substrate cleavage; inhibition, % at 30 µM; actives 0.061% (n = 220,000); in the data active = inhibition above about 25%; also: inactives centre near -15
# Thrombin inh: inhibitors of human thrombin. P00734. alpha-thrombin, Boc-VPR-AMC fluorogenic substrate cleavage. inhibition, % at 5 µM. actives 0.26% (n = 220,000). AID 1046;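 active = inhibition at or above 40%; inactive = inhibition below 40%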;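 also: 0% = enzyme with no compound and 100% = wells without enzyme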
#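 System – human alpha-thrombin · Medium – pH 7.5 Tris (50 mM) with NaCl 150 mM, Tween 20 0.05% · Compound – single-point dosing at 5 µM, 0.2% DMSO · Incubation – enzyme reaction carried out at room temperature · Technique – fluorescence of released AMC, ex 355 nm, em 460 nm · Read-out basis – % inhibition of thrombin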
# KCC2 mod: modulates chloride dependent transport by human KCC2; KCC2 cells, thallium flux FluoZin-2 fluorescence; B-score of Tl+ flux slope (higher = more flux/activation; lower = inhibition) at 10 µM; actives 2.2% (n = 190,000); AID 1456;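 active = thallium flux slope and its plate-corrected score both differing from the plate sample mean at a set confidence after two filtering rounds, in either direction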;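 also: slope of fluorescence scaled to starting intensity during 10 to 20 s after thallium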
# PERK inhibitor: inhibitors of human PERK kinase | Q9NZJ5 | CHO PERK-DD fusion, SEAP luminescence translation reporter | inhibition, % at 5.6 µM | actives 0.17% (n = 220,000);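 active = inhibition above the mean inhibition of all tested compounds plus 3 SD, set separately per screening campaign, cut at about 2.9% in these data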;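 also: PERK kinase domain activated by AP20187 dimerizer at 100 nM; 0% = DMSO with dimerizer and 100% = rapamycin at 8.4 µM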
# FXIa inh 1536: inhibitors of human coagulation factor XIa; P03951; purified FXIa, Boc-Glu-Ala-Arg-AMC fluorogenic substrate; inhibition, % at 5 µM; actives 0.14% (n = 220,000);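 active = inhibition of at least 40%; inactive = inhibition below 40%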;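 also: fluorescence of freed AMC excited at 355 nm; 0% = enzyme without compound and 100% = no enzyme blank; many of its hits are not listed in these tables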
# p97 inhibitor: human p97 ATPase inhibition. recombinant p97 ATPase, Kinase-Glo ATP luminescence, 3 h. inhibition, % at 8 µM. actives 0.42% (n = 220,000); in the data active = inhibition above about 15%;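 also: 0% = DMSO vehicle and 100% = wells lacking enzyme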
# Starred values were filed as active, the others as inactive; · = not tested or not shown; [ ] = remark or other dose.
entry | Wee1 stabilizer | FXIIa inh | hK5 inh | Furin inhibitor | Thrombin inh | SMILES | KCC2 mod | PERK inhibitor | FXIa inh 1536 | p97 inhibitor
1 | 0 | 13 | 17 | -2 | 1 | CCc1ccc2[nH]c(=O)c(C(c3nnnn3Cc3ccccc3)N3CCOCC3)cc2c1 (stereo unspecified) | -0.95 | -1.5 | 12 | -8
2 | 0 | · | · | -24[20 µM] | · | CN(C#N)c1nc(N2CCOCC2)nc(N2CCOCC2)n1 | 0.16 | 0.8 | · | 5
3 | -2 | 14 | -7 | -26 | 4 | CC(C1CC1)N(C(=O)c1ccccc1O)c1ccccc1 (stereo unspecified) | 0.71 | 0.8 | 3 | 1
4 | -4 | 19 | 3 | 10[20 µM] | 6 | COC(=O)CSC1=C(C#N)C(c2sccc2C)CC(=O)N1 (stereo unspecified) | -0.58 | -0.5 | 9 | 2
5 | 1 | 22 | 24 | -8 | 26 | COc1cc(OC)cc(-n2nnnc2SCC(=O)N2CCCC2)c1 | · | -0.4 | 4 | 1
6 | -2 | 2 | -3 | 0[20 µM] | -3 | COc1ccccc1C(CC(N)=O)c1ccco1 (stereo unspecified) | 0.46 | 1.6 | -5 | 3
7 | -3 | 6 | 4 | -9 | -9 | CCOC(=O)/C(C#N)=N/Nc1ccccc1C(=O)O | 0.0033 | 1.6 | 4 | 7
8 | 8 | 10 | -4 | -9 | 0 | O=C(Nc1cc(C(F)(F)F)ccc1-n1cnc2ccccc21)c1ccccc1 | 0.8 | 0.0 | 4 | 7
9 | 4 | 5 | 0 | -16 | -4 | CC(=O)NC1(C(=O)O)CCCC1 | 0.086 | 1.9 | 4 | 10
10 | 0 | 16 | 4 | -14 | 0 | CC(C)(CC(=O)N1CCN(c2ccc(Cl)cc2)CC1)CC1=NS(=O)(=O)c2ccccc2N1 | -3.8 | -1.8 | 5 | -4
11 | 1 | 10 | 2 | -26 | 1 | COc1ccc(C(C(=O)NCc2ccccc2)N(Cc2ccco2)C(=O)c2cnccn2)cc1 (stereo unspecified) | -0.34 | 0.5 | 0 | 0
12 | -4 | 13 | -8 | -17 | 0 | Cc1ccc(S(=O)(=O)n2c([N+](=O)[O-])cnc2C)c(C)c1C | 0.82 | 1.6 | 12 | 3
13 | 4 | -5 | -4 | -23 | -14 | CCn1cc(C(=O)N(CCCN2CCOCC2)Cc2ccco2)c(=O)c2ccc(C)nc21 | -0.47 | 0.4 | -3 | 4
14 | 3 | 9 | -2 | -18 | -2 | O=C(Nc1nnc(-c2ccc(F)cc2)s1)Nc1ccccc1F | -0.56 | 0.8 | -1 | 4
15 | 3 | 7 | -18 | -15 | 3 | Cc1cccc(-n2cnc3cc(C(=O)N4CCc5ccccc54)ccc32)c1 | -2.9 | -0.7 | 7 | 2

# Arranged by molecular weight (rising): 3 of the compounds above
entry | Wee1 stabilizer | FXIIa inh | hK5 inh | Furin inhibitor | Thrombin inh | SMILES | KCC2 mod | PERK inhibitor | FXIa inh 1536 | p97 inhibitor
9 | 4 | 5 | 0 | -16 | -4 | CC(=O)NC1(C(=O)O)CCCC1 | 0.086 | 1.9 | 4 | 10
15 | 3 | 7 | -18 | -15 | 3 | Cc1cccc(-n2cnc3cc(C(=O)N4CCc5ccccc54)ccc32)c1 | -2.9 | -0.7 | 7 | 2
13 | 4 | -5 | -4 | -23 | -14 | CCn1cc(C(=O)N(CCCN2CCOCC2)Cc2ccco2)c(=O)c2ccc(C)nc21 | -0.47 | 0.4 | -3 | 4

# Following part:
entry | Wee1 stabilizer | FXIIa inh | hK5 inh | Furin inhibitor | Thrombin inh | SMILES | KCC2 mod | PERK inhibitor | FXIa inh 1536 | p97 inhibitor
16 | -1 | -1 | -2 | -15 | -19 | CCOC(=O)c1sc(NC(=O)CCN2CCOCC2)c(C(=O)OCC)c1C | -2.1 | 0.1 | 3 | 2
17 | -1 | 0 | -15 | -25 | 2 | CN(C)S(=O)(=O)Nc1ccc2c(c1)Cc1ccccc1-2 | -0.93 | -0.2 | 5 | -3
18 | 0 | 8 | -1 | -14 | 0 | CCOC(=O)C1CCCN(c2nc(C)nc3c2oc2ccccc23)C1 (stereo unspecified) | · | -1.0 | 2 | -5
19 | -1 | -11 | 15 | -4 | -8 | COc1ccc2c(c1OC)C(=O)N1c3cccc(Cl)c3C(=O)OC21 (stereo unspecified) | 0.38 | -0.6 | -12 | 4
20 | -3 | 2 | -15 | -4 | -6 | CCCCC(=O)OCc1nc(N)nc(Nc2ccccc2C)n1 | 0.046 | 0.3 | -4 | -7
21 | 0 | 19 | -7 | -28 | -12 | CN(C)S(=O)(=O)c1cccc(COC(=O)C2=COCCO2)c1 | 0.65 | 1.1 | 1 | 0
22 | 0 | 6 | 7 | -9 | -2 | O=C1CSC(c2cccnc2)N1Cc1ccc(Cl)cc1Cl (stereo unspecified) | 0.48 | -0.6 | -6 | 4
23 | -2 | 11 | 5 | -16[20 µM] | 3 | ON1C2CCCCC2N(O)C1c1c(F)c(F)c(F)c(F)c1F (stereo unspecified) | -0.73 | 0.4 | 7 | 0
24 | 4 | 7 | -12 | -18 | 0 | CCOC(=O)c1cccnc1NC(=O)c1ccccc1 | -0.32 | 1.0 | 6 | 3
25 | 2 | 6 | 2 | -10 | -7 | CCc1nnc(NC(=O)C2CCCCN2S(=O)(=O)c2ccccc2)s1 (stereo unspecified) | -0.032 | 1.5 | -1 | 2
26 | -1 | 3 | 2 | -10 | -4 | N#C/C(=C\c1ccc(Cl)cc1)C(=O)Nc1cccnc1 | -1.4 | 0.3 | -8 | 2
27 | 1 | 1 | -5 | -10 | -4 | COc1ccccc1Oc1ccccc1[N+](=O)[O-] | 0.14 | 0.9 | -2 | 9

# 5 compounds from above, arranged by the number in Furin inhibitor, smallest number first:
entry | Wee1 stabilizer | FXIIa inh | hK5 inh | Furin inhibitor | Thrombin inh | SMILES | KCC2 mod | PERK inhibitor | FXIa inh 1536 | p97 inhibitor
21 | 0 | 19 | -7 | -28 | -12 | CN(C)S(=O)(=O)c1cccc(COC(=O)C2=COCCO2)c1 | 0.65 | 1.1 | 1 | 0
13 | 4 | -5 | -4 | -23 | -14 | CCn1cc(C(=O)N(CCCN2CCOCC2)Cc2ccco2)c(=O)c2ccc(C)nc21 | -0.47 | 0.4 | -3 | 4
27 | 1 | 1 | -5 | -10 | -4 | COc1ccccc1Oc1ccccc1[N+](=O)[O-] | 0.14 | 0.9 | -2 | 9
19 | -1 | -11 | 15 | -4 | -8 | COc1ccc2c(c1OC)C(=O)N1c3cccc(Cl)c3C(=O)OC21 (stereo unspecified) | 0.38 | -0.6 | -12 | 4
1 | 0 | 13 | 17 | -2 | 1 | CCc1ccc2[nH]c(=O)c(C(c3nnnn3Cc3ccccc3)N3CCOCC3)cc2c1 (stereo unspecified) | -0.95 | -1.5 | 12 | -8

# High-throughput results (PubChem BioAssay)
